# High-throughput results as filed in PubChem BioAssay.
# MazF activator: increases E. coli MazEF RNase cleavage of RNA | P0AE70 | FAM/BHQ RNA-DNA oligo cleavage fluorescence, 5 h | activation, % at 20 µM | 350,000 compounds, 0.32% hits | AID 504720; in the data active means activation above about 50%
# Target sequence (P0AE70 whole entry, looked up): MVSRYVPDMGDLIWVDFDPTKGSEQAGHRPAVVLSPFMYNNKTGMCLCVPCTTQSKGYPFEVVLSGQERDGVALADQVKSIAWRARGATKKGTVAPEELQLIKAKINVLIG
# GDH-TPI inh: inhibits GDH-TPI coupling enzymes, artifact for Mtb FBA screen. 360,000 compounds, 1.2% hits. inhibition, % at 4.8 µM. GDH-TPI coupled enzyme counterscreen, NADH absorbance. AID 588335;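 further: 0% = DMSO wells and 100% = wells lacking the enzyme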
# FBA Mtb inh: inhibitors of M. tuberculosis fructose-bisphosphate aldolase | purified M. tuberculosis FBA, fluorescence read-out | inhibition, % at 1 µM | 360,000 compounds, 2.3% hits; in the data active means inhibition above about 27%;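 further: 0% = vehicle and 100% = reference inhibitor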
# BoNT F protease: blocks Botulinum neurotoxin F light chain protease. Multiplex microsphere protease cleavage assay, flow cytometry. inhibition, % at 10 µM. AID 588497. 360,000 compounds, 0.22% hits; in the data active means inhibition above about 35%, passing the limit was not always enough; inconclusive means no clear call, values can overlap the other calls; further: plate controls were buffer without enzyme for full effect and enzyme alone for no effect
# DUSP3 inh: blocks human VHR1 dual specificity phosphatase; P51452; recombinant VHR phosphatase, pNPP absorbance; inhibition, % at 13.3 µM; 290,000 compounds, 0.52% hits; in the data active means inhibition above about 50%; further: some compounds called inactive have numbers as strong as hits
# BioA inh: inhibitors of Mycobacterium tuberculosis BioA enzyme; 360,000 compounds, 0.096% hits; inhibition, % at 9.99 µM; AID 602481; purified M. tuberculosis BioA enzyme, plate reader; in the data active means inhibition above about 40%; inconclusive means no clear call, values can overlap the other calls
# CCHF vOTU inh: blocks the CCHF virus ovarian tumor domain protease; 370,000 compounds, 0.55% hits; CCHFV vOTU protease, Pep-AMC fluorescence; inhibition, % at 11.5 µM; further: 0% = vehicle wells with enzyme and 100% = no enzyme wells
# FadD28 FP inh: inhibitors of Mycobacterium tuberculosis FadD28 bisubstrate binding. FadD28 bisubstrate probe binding, fluorescence polarization. inhibition, % at 12.5 µM. 360,000 compounds, 0.22% hits. AID 588549; in the data active means inhibition above about 8.5%, passing the limit was not always enough; inconclusive means no clear call, values can overlap the other calls
# Rv3671c protease: inhibits the M. tuberculosis serine protease Rv3671c | inhibition, % at 5.96 µM | P9WHR9 | 320,000 compounds, 0.048% hits; in the data active means inhibition above about 38%;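 further: extracellular domain of Rv3671c used as enzyme; 0% = enzyme with DMSO and 100% = no enzyme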
# Target sequence (P9WHR9 whole entry, looked up, the tested form may be a part): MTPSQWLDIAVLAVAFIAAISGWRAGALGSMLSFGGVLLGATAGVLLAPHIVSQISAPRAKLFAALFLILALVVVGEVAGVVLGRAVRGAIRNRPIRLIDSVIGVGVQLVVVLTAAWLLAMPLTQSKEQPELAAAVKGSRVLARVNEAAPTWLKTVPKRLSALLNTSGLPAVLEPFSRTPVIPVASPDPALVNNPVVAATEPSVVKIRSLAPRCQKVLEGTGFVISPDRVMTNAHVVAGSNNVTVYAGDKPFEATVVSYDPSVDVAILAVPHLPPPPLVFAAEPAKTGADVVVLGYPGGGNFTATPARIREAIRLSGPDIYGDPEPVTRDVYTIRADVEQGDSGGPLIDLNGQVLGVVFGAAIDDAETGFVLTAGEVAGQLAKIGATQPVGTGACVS
# Mtb UGM inh: blocks M. tuberculosis UGM enzyme. 320,000 compounds, 0.06% hits. AID 504406. P9WIQ1. purified UGM, fluorescence polarization probe displacement. inhibition, % at 10 µM; in the data active means inhibition above about 10%, passing the limit was not always enough; inconclusive means no clear call, values can overlap the other calls
# Target sequence (P9WIQ1 whole entry, looked up): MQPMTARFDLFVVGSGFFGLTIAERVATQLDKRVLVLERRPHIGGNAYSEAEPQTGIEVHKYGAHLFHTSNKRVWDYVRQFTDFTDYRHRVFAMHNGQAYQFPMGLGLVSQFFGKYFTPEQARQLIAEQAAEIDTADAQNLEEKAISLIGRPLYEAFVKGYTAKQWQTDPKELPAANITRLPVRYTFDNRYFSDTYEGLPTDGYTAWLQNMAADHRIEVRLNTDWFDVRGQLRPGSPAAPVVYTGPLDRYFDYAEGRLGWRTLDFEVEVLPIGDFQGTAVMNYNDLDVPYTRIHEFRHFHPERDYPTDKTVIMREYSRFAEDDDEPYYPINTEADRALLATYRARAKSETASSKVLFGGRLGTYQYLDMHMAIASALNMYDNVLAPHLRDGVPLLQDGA
# Starred values were filed as active, the others as inactive; ? = inconclusive; . = not tested or not shown. Unless noted, no stated cut-off is given here; in the data, active means inhibition above about 30%; inactive means the rest.
SMILES,MazF activator,GDH-TPI inh,FBA Mtb inh,BoNT F protease,DUSP3 inh,BioA inh,CCHF vOTU inh,FadD28 FP inh,Rv3671c protease,Mtb UGM inh
CCN1C(=O)[C@H]2[C@@H](c3ccc(C)cc3)N3C(=O)N(c4ccc(OC)cc4)C(=O)[C@@]3(Cc3ccc(Cl)cc3)[C@H]2C1=O,10,-8,4,0,13,-4.9,4,-1.5,5,0.1
O=C1CC(NS(=O)(=O)c2ccccc2)CN1c1ccc2c(c1)OCCO2 (configuration not stated),9,0,0,7,.,-2.8,1,-2.9,-1,-1.7
O=C(NCc1ccccc1F)C1CCCN1C(=O)Nc1ccccc1 (configuration not stated),1,1,1,?,42,-1.7,-17,-0.6,0,-0.7
COc1ccc(Nc2nc(NCCN3CCOCC3)nc(Nc3ccc(OC)cc3)n2)cc1,2,2,0,?,.,2.1,5,0.7,-4,1.1
CCCn1c(SC/C(O)=C(\C#N)c2nc3ccccc3[nH]2)n[nH]c1=O,-10,15,-4,-8,11,.,13,-2.3,1,3.3
C=CCn1c(-c2cccnc2Cl)nc2cc(Cl)c(Cl)cc21,-5,-3,9,2,18,5.1,-3,-4.2,0,1.3
Cc1nnc(NC(=O)c2c(F)c(F)c(F)c(F)c2F)s1,1,-6,1,-8,8,-0.2,-2,-1.6,0,0.4
Nc1ccc(C(=O)N2CCN(S(=O)(=O)c3ccc4c(c3)OCCCO4)CC2)cc1[N+](=O)[O-],1,7,0,-12,.,2.1,1,0.1,10,2.1
NC(N)=N/N=C/c1cccc([N+](=O)[O-])c1O,0,4,-9,-5,-11,.,1,-1.7,-4,-1.6
O=C(CN1CCN(c2ccccn2)CC1)N1CC(O)CO1 (configuration not stated),6,2,2,4,-10,.,-6,-3.3,9,2.2
COc1ccc([N+](=O)[O-])cc1NC(=O)Nc1ccccc1,9,5,-1,-5,10,5.5,3,-2.9,-9,.
Cc1ccccc1NC(=O)c1cccc(N2C(=O)C3CCC(C)CC3C2=O)c1 (configuration not stated),2,0,3,8,41,.,-1,2.2,0,-2.2
NC(=O)c1ccccc1N=Cc1ccccn1,2,4,8,.,13,0.3,-40,-1.3,1,3.8
Cc1ccc(S(=O)(=O)NC(C)(C)C)cc1C(=O)OCC(=O)N1CCCC1=O,5,1,-1,5,.,-0.5,-13,0.3,0,-1.0
CC(C)Oc1cccc(C(=O)C2CCCN(C(=O)CCn3cnnn3)C2)c1 (configuration not stated),-3,-8,0,-6,11,0.8,4,-4.3,-3,2.8
Cc1ccc(C)c(N(C(=O)CNC(=O)c2ccco2)C(C(=O)NC2CCCC2)c2ccncc2)c1 (configuration not stated),-1,-5,-1,-1,22,1.6,12,-3.1,-3,1.9
Cc1ccc(NC(=S)NCCN2CCOCC2)cc1C,-1,-9,-4,-5,32,1.3,-9,-4.4,5,-0.5
S=C(NCCSCc1ccc(Cl)cc1)Nc1ccccc1,-5,-1,3,20,-1,0.4,-9,-1.3,-8,-2.0
CC1(C)O[C@@H]1COc1c2ccoc2cc2oc(=O)ccc12,-2,9,-4,-2,-7,-1.1,1,-1.3,7,-0.5
O=C(CCCCCn1c(=O)[nH]c2ccccc2c1=O)NCCc1c[nH]c2ccccc12,0,0,1,-2,3,.,4,0.7,-19,-2.5
Cc1nc(N2CCN(Cc3ccc4c(c3)OCO4)CC2)[nH]c(=O)c1C,5,-14,2,9,27,27,4,-1.1,.,.
O=C(COC(=O)c1ccc([N+](=O)[O-])o1)Nc1cccc(S(=O)(=O)N2CCOCC2)c1,5,9,0,0,4,-2.3,0,-2.6,-2,-2.8
Cn1c(CN2CCN(C(=O)c3ccc(F)cc3)CC2)nc2cc([N+](=O)[O-])ccc21,8,10,-3,-7,24,.,6,-1.1,-4,-1.3
CC1CCN(c2nc(N(C)c3ccccc3)nc(N)c2[N+](=O)[O-])CC1,-11,18,-1,.,25,1.1,-2,1.0,-6,3.0
Cc1ccc(CCNC(=O)C2=CCN(S(=O)(=O)c3ccccc3)CC2)cc1,8,3,-1,-7,13,5.6,-6,-2.1,1,0.5
Fc1ccc(CN2CCCN(Cc3nc(-c4ccc5c(c4)OCO5)no3)CC2)cc1,0,9,-5,-5,11,-0.2,-8,-4.7,-1,5.2
O=C(CSc1nc2ccc([N+](=O)[O-])cc2[nH]1)NCCc1ccccc1,2,8,-2,3,33,.,.,-5.3,3,-2.5
COc1ccc(NC(=O)c2ccc(S(=O)(=O)N3CCCCC3)cc2)cc1OC,5,3,-2,.,.,0.8,21,-1.1,4,-0.3
N#Cc1ccccc1N=C1CCCN1Cc1ccccc1,-5,-10,-2,4,12,0.4,5,-5.3,-2,0.8
CCc1nc2ccc(C(=O)NCCCn3ccnc3)cn2c1N(CC)CCOC,.,14,0,11,.,-3.2,-5,-0.5,.,.
C=CC[C@H](CC(=O)OC(C)(C)C)C(=O)OC[C@@H]1CCCN1C(=O)[C@@H](CC=C)CC(=O)NCCO,4,5,-2,-2,.,-0.7,-2,-1.8,1,3.9
O=C(CN1CCOCC1)Nc1nc(-c2ccccc2)cs1,-3,-2,0,-6,18,1.7,-7,-1.4,1,0.2
CC(=O)NCCC(=O)N1CCCC(N(C)CCc2ccccc2)C1 (configuration not stated),-12,17,-2,?,4,-0.3,-10,-0.9,2,1.0
COc1ccc2oc(-c3ccccc3)c(C(=O)N(C)C)c2c1,-1,10,34*,-13,13,0.3,-14,1.2,0,1.4
CN(C)CCCn1c2c(c(SCC(=O)Nc3ccc4c(c3)OCO4)nc1=O)CCC2,2,7,-1,23,.,3.3,2,-0.7,-2,4.5
COc1ccc(CN2CCC[C@]3(N[C@H](c4ccc(C)cc4)[C@@H]4C(=O)N(C)C(=O)[C@@H]43)C2=O)cc1,-1,-5,-1,5,.,-4.1,1,-3.4,.,.
CCN(CC(=O)NCc1cccs1)C(=O)c1ccc(C)o1,-9,0,2,-2,.,-0.6,5,-2.8,3,-0.6
N#Cc1c(-c2ccc(F)cc2)cc(C2CC2)nc1SCC(=O)c1cccs1,-8,7,0,-2,5,-0.5,2,-1.1,-3,1.3
COc1cc(NC(=O)COC(=O)CC(NC(C)=O)c2ccccc2)cc(OC)c1 (configuration not stated),3,-5,0,-15,-19,1.8,-5,-1.3,-7,-0.3
NC(=S)Nc1cccc(O)c1,6,1,5,-13,11,3.0,-15,0.7,5,2.5

# 16 compounds already listed, ordered by molecular weight, descending.
SMILES,MazF activator,GDH-TPI inh,FBA Mtb inh,BoNT F protease,DUSP3 inh,BioA inh,CCHF vOTU inh,FadD28 FP inh,Rv3671c protease,Mtb UGM inh
C=CC[C@H](CC(=O)OC(C)(C)C)C(=O)OC[C@@H]1CCCN1C(=O)[C@@H](CC=C)CC(=O)NCCO,4,5,-2,-2,.,-0.7,-2,-1.8,1,3.9
COc1ccc(CN2CCC[C@]3(N[C@H](c4ccc(C)cc4)[C@@H]4C(=O)N(C)C(=O)[C@@H]43)C2=O)cc1,-1,-5,-1,5,.,-4.1,1,-3.4,.,.
Fc1ccc(CN2CCCN(Cc3nc(-c4ccc5c(c4)OCO5)no3)CC2)cc1,0,9,-5,-5,11,-0.2,-8,-4.7,-1,5.2
COc1ccc(NC(=O)c2ccc(S(=O)(=O)N3CCCCC3)cc2)cc1OC,5,3,-2,.,.,0.8,21,-1.1,4,-0.3
COc1cc(NC(=O)COC(=O)CC(NC(C)=O)c2ccccc2)cc(OC)c1 (configuration not stated),3,-5,0,-15,-19,1.8,-5,-1.3,-7,-0.3
CCc1nc2ccc(C(=O)NCCCn3ccnc3)cn2c1N(CC)CCOC,.,14,0,11,.,-3.2,-5,-0.5,.,.
Cn1c(CN2CCN(C(=O)c3ccc(F)cc3)CC2)nc2cc([N+](=O)[O-])ccc21,8,10,-3,-7,24,.,6,-1.1,-4,-1.3
Cc1ccc(CCNC(=O)C2=CCN(S(=O)(=O)c3ccccc3)CC2)cc1,8,3,-1,-7,13,5.6,-6,-2.1,1,0.5
O=C(CSc1nc2ccc([N+](=O)[O-])cc2[nH]1)NCCc1ccccc1,2,8,-2,3,33,.,.,-5.3,3,-2.5
CC1CCN(c2nc(N(C)c3ccccc3)nc(N)c2[N+](=O)[O-])CC1,-11,18,-1,.,25,1.1,-2,1.0,-6,3.0
CC(=O)NCCC(=O)N1CCCC(N(C)CCc2ccccc2)C1 (configuration not stated),-12,17,-2,?,4,-0.3,-10,-0.9,2,1.0
CCN(CC(=O)NCc1cccs1)C(=O)c1ccc(C)o1,-9,0,2,-2,.,-0.6,5,-2.8,3,-0.6
O=C(CN1CCOCC1)Nc1nc(-c2ccccc2)cs1,-3,-2,0,-6,18,1.7,-7,-1.4,1,0.2
COc1ccc2oc(-c3ccccc3)c(C(=O)N(C)C)c2c1,-1,10,34*,-13,13,0.3,-14,1.2,0,1.4
N#Cc1ccccc1N=C1CCCN1Cc1ccccc1,-5,-10,-2,4,12,0.4,5,-5.3,-2,0.8
NC(=S)Nc1cccc(O)c1,6,1,5,-13,11,3.0,-15,0.7,5,2.5

# Next part.
SMILES,MazF activator,GDH-TPI inh,FBA Mtb inh,BoNT F protease,DUSP3 inh,BioA inh,CCHF vOTU inh,FadD28 FP inh,Rv3671c protease,Mtb UGM inh
O=C1c2cc(Br)ccc2N(Cc2ccc(Br)cc2)S(=O)(=O)C1c1cc(Cl)c(Cl)cc1[N+](=O)[O-] (configuration not stated),-8,4,-4,-8,.,-1.9,.,30*,2,-5.5
O=C(CN1C(=O)C2CCCCC2C1=O)Nc1nccs1 (configuration not stated),9,5,-2,-2,14,.,4,-0.7,4,0.6
COCCn1c(SCC(=O)Nc2ccc(OC)c(S(N)(=O)=O)c2)nc2ccccc21,3,0,-3,-5,18,0.8,7,-2.6,3,1.1
O=C(NNS(=O)(=O)c1ccc(F)cc1)c1ccc(S(=O)(=O)N2CCCCC2)cc1,7,1,-3,-20,-3,-2.4,1,-1.3,-1,.
Cc1cc(C)c(C#N)c(SCC(=O)Nc2cccc(S(=O)(=O)N3CCCC3)c2)n1,-15,15,7,-1,.,-4.2,3,1.4,.,.
COc1ccc(C2CC(c3ccccc3)Nc3nc(NS(C)(=O)=O)nn32)cc1 (configuration not stated),0,19,1,-4,12,-1.6,16,-1.0,0,1.5
COc1ccc([N+](=O)[O-])c(OC)c1C(=O)Nc1ccc(F)cc1F,6,6,-1,-7,5,.,4,0.1,-2,1.5
CC1(C(=O)NS(=O)(=O)c2ccc(F)cc2F)CCN1C(=O)c1ccccc1CCc1ccccc1 (configuration not stated),.,5,-3,1,.,-1.1,15,-1.4,.,.
Clc1nc(Cl)nc(-c2cn(-c3ccccc3)c3ccccc23)n1,3,.,.,.,-3,.,.,.,-3,0.2
CCOc1ccccc1NC(=O)C(=O)NCC1CCCN1CC (configuration not stated),-1,-2,0,1,25,0.2,-6,-2.2,9,0.9
CCOC(=O)c1sc2nc(CC(=O)OC)nc(NCCN3CCOCC3)c2c1C,7,24,18,-6,-6,-1.2,-3,-1.3,.,.
COc1ccc(NC(=O)CNC(=O)c2sc3ccccc3c2Cl)c(OC)c1,-5,13,0,4,.,.,0,0.3,-6,1.7
CCn1c(SCC(=O)NCCc2ccc(Cl)cc2)nnc1-c1cccs1,-2,-3,2,-24,17,0.9,9,-3.4,4,-2.5
O=C(OCC(=O)N1CCc2ccccc21)C1=COCCO1,3,10,-2,9,20,-1.5,-1,-2.6,4,2.4
